Screening data (PubChem)
BAZ2B inh – blocks human BAZ2B | AlphaScreen BAZ2B-H3K14Ac peptide displacement | Potency, µM (series often up to 114 µM), for inactives: at the highest dose activity change, negative = inhibition, hits mostly inhibitors | actives 4.4% (n = 360,000); further: on the % scale 0 is the no-effect control and ±100 the full control effect; nearly all actives have a fitted effect of over 60% in size
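In this displacement format the biotinylated H3(5-23) peptide acetylated at Lys14 serves as ligand at 50 nM, with BAZ2B at 50 nM in PBS pH 7.4 containing 0.01% Tween-20. Donor and acceptor beads are 10 ug/mL final.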
Pol iota inh – inhibitors of human DNA polymerase iota; Q9UNA4; Potency, µM (series often up to 115 µM), inactives show top-dose activity, negative = inhibition, most hits filed as inhibitors; Pol iota fluorescent replication assay, 10 min; actives 1% (n = 390,000)
Target sequence (Q9UNA4 whole entry, looked up): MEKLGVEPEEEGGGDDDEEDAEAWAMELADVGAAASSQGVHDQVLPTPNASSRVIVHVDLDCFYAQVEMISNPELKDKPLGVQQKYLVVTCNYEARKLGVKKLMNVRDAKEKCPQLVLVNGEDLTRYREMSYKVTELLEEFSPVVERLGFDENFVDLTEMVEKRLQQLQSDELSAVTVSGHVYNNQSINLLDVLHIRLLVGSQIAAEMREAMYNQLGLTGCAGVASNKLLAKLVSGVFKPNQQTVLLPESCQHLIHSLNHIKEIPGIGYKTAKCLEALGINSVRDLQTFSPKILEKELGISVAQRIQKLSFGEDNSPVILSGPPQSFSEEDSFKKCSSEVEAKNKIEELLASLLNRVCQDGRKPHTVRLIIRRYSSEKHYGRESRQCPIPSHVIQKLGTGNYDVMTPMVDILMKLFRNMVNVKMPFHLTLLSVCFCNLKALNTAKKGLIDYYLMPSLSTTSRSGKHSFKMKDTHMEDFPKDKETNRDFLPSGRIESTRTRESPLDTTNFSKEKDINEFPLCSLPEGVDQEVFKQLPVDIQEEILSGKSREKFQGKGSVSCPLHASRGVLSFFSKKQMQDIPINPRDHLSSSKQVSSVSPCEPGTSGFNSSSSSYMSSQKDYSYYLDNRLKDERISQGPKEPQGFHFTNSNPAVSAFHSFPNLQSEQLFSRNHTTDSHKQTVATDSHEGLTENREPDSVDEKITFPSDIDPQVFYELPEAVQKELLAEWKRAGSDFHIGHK
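Pol iota at 10 nM preincubated 15 min with compounds at room temperature; reaction started with fluorescent substrate, 50 nM final. Fluorescence read kinetically at 0 and 10 min; buffer-only wells as negative control.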
G9a inh – inhibitors of human histone lysine methyltransferase G9a | Q96KQ7 | G9a H3K9 monomethylation, AlphaScreen, 2 h | Potency, µM (titrated, usually from 102 µM), for the others: top-dose activity, negative = inhibition, actives largely listed as inhibitors | actives 8.8% (n = 350,000); further: on the % scale 0 is the no-effect control and ±100 the full control effect; nearly all actives have a fitted effect of over 75% in size
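AlphaScreen detection with an anti-monomethyl H3K9 antibody quantified product after a 2 h room-temperature reaction containing 500 nM biotinylated H3K9 peptide, 20 µM SAM and 20 nM enzyme, which had been preincubated 15 min with compound.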
Anesthetic bind – candidate novel general anesthetic via apoferritin binding; P02791; apoferritin/1-aminoanthracene competitive binding, fluorescence; Potency, µM (top dose mostly 77.5 µM), for the others: at the highest dose activity change, negative = displacement, most hits filed as inhibitors; actives 0.074% (n = 350,000); further: on the % scale 0 is the no-effect control and ±100 the full control effect; nearly all actives have a fitted effect of over 20% in size
Target sequence (P02791 2-175 limits assumed): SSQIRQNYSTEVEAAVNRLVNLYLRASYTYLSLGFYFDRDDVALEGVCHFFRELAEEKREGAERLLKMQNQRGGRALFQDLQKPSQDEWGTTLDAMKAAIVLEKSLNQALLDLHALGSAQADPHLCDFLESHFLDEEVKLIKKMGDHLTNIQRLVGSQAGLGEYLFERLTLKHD
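10 uM apoferritin + 50% sat. 1-AMA, PBS; cpd 10 min RT; Ex380/Em535 endpoint; normalized to free probe vs complex; 4-param Hill fit; propofol titration as pos. ctrl.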
POLH inh – inhibitors of human DNA polymerase eta; Q9Y253; recombinant Pol eta, fluorescent DNA replication assay; Potency, µM (doses to about 114 µM), inactives show at the highest dose activity change, negative = inhibition, most hits filed as inhibitors; actives 1.2% (n = 390,000); AID 588591; further: on the % scale 0 is the no-effect control and ±100 the full control effect
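Fluorescent replication assay: 50 nM final substrate added after a 15 min room-temperature compound preincubation with 10 nM enzyme. Signal taken at 0 min and again at 10 min.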
BLM helicase inh – blocks DNA unwinding by human BLM helicase; Potency, µM (top dose mostly 56.1 µM), for inactives: at the highest dose activity change, negative = inhibition, usual class: inhibitors; recombinant BLM DNA unwinding, fluorescence dequenching; actives 0.2% (n = 350,000); P54132; AID 2528;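 further: plate controls were vehicle for no effect and no enzyme for full effect; nearly all actives have a fitted effect of over 35% in size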
APE1 inh – inhibitors of human APE1 endonuclease | P27695 | recombinant APE1, TAMRA/BHQ-2 abasic DNA cleavage fluorescence | Potency, µM (series often up to 65.8 µM), for inactives: top-dose activity change, negative = inhibition, most hits filed as inhibitors | actives 0.35% (n = 350,000);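 further: plate controls were vehicle for no effect and reference inhibitor for full effect; nearly all actives have a fitted effect of over 55% in size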
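Compound pre-exposure to 0.75 nM APE1, 15 min at ambient temperature. Reaction initiated with 50 nM TAMRA/BHQ-2 THF substrate, read immediately in kinetic mode, 525 nm excitation, 598 nm emission.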
Pol kappa inh – DNA polymerase kappa (human) inhibition; Potency, µM (titrated, usually from 107 µM), for the others: at the top dose activity, negative = inhibition, usual class: inhibitors; actives 0.53% (n = 400,000); purified Pol kappa, fluorescent DNA synthesis assay, 10 min; Q9UBT6; further: on the % scale 0 is the no-effect control and ±100 the full control effect
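Enzyme at 10 nM met test compounds for 15 min at room temperature. Substrate addition (50 nM final) began the reaction, which was monitored by fluorescence at 0 and 10 min.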
POLB inh – inhibitors of human DNA polymerase beta; actives 1.3% (n = 340,000); AID 485314; Potency, µM (top dose mostly 114 µM), without a hit: at the top dose activity change, negative = inhibition, most hits filed as inhibitors; P06746; Pol beta primer extension/strand displacement, fluorescence kinetic; further: on the % scale 0 is the no-effect control and ±100 the full control effect
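Human Pol beta at 10 nM; strand-displacement substrate 50 nM final. Compound exposure 15 min at room temperature before start, reaction 10 min at room temperature.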
* marks the source's active call; other numbers are inactive results; ? = inconclusive; · = no result given; [ ] = remark or other dose. The call rests on the fitted dose curve; in most records, active means well fitted curve in the direction sought with a large enough effect; inconclusive means small, poorly fitted or top-dose-only effect, or another doubt; inactive means no such curve, though single readings can be large; an effect the other way counts as inactive or inconclusive. Potency means the concentration at half of the fitted maximal effect.

cpd	Structure	POLH inh	BAZ2B inh	G9a inh	APE1 inh	BLM helicase inh	POLB inh	Pol iota inh	Pol kappa inh	Anesthetic bind
1	O=C(c1cccc(F)c1)N1CCC2(CC1)CCN(c1ccc(-c3ccccc3)cc1)CC2	·	·	-27%[12.7 µM]	0%	-4%	·	·	-1%[60.1 µM]	·
2	O=C(CSc1nnc(CCCN2C(=O)c3cccc4cccc(c34)C2=O)n1-c1ccccc1)N1CCCCC1	3%	-35%	?	-2%	-7%	2%	9%	2%	1%
3	CCCC(=O)Nc1ccc2c(c1)nc(CN1CCCC1)n2C	-17%	-10%	-34%[59 µM]	-5%	-7%	11%	28%	-3%	-8%
4	O=C(Nc1ccc2c(c1)OCO2)c1cccc(S(=O)(=O)N2CCCC2)c1	-6%	5%	-4%[12.7 µM]	0%	-2%	1%	0%[58.9 µM]	-1%	1%
5	Cc1ccc(C)c(N2CCN(C(=O)CCc3nc(-c4ccccc4F)no3)CC2)c1	-12%	·	·	-14%	·	·	2%	-12%	·
6	Cc1csc2nc(CNS(=O)(=O)N(C)C)cn12	-9%	9%	-24%	-2%	-1%	24%	-9%	-3%	-8%
7	Cc1cc(NC(=O)CSc2nnc(-c3c[nH]c4ccccc34)n2-c2ccc(Cl)cc2)no1	-19%	-6%	26%[12.7 µM]	7%	-4%	0%	23%	-15%	-10%
8	O=C(Nc1ccc(Cl)cc1)N1CCCC(Cn2cccc2)C1 (stereo unspecified)	-19%	?	?	-4%	-7%	13%	18%	4%	-1%
9	CC(=O)NS(=O)(=O)c1ccc(NC(=O)c2cc3c(=O)n4ccccc4nc3s2)cc1	40µM*	-32%	·	-7%	-5%	79µM*	35µM*	?	35%[activator]
10	CN(CC(=O)Nc1c(Cl)cccc1Cl)C(=O)CNC(=O)c1ccco1	-5%	-2%	27%[59 µM]	-7%	·	·	2%	-6%	·
11	COc1cc(NC(=O)CSc2nccc(C)n2)c(C)cc1[N+](=O)[O-]	?	-9%	?	-6%	-13%	23%	8%	-2%	-4%
12	Cc1cc(C)c(S(=O)(=O)Cc2ccccc2)c(Cl)n1	-12%	2%	13%	47%[activator]	-1%	-9%	153%[activator]	-3%	0%
13	CCOc1ccc(N(CC(=O)NCc2ccccc2C)S(C)(=O)=O)cc1	-17%	11%	·	3%	0%	35%	?	-10%	-11%
14	O=c1[nH][nH]cc1C=NCc1cccc(C(F)(F)F)c1	-9%	-14%	-2%	-2%	-10%	-1%	28%	6%	-6%
15	O=C(COc1ccc(N2C(=O)c3ccccc3C2=O)cc1)c1ccccc1	-21%	-5%	-9%[59 µM]	-3%	-1%	59%	60%[activator]	-6%	-7%
16	Clc1ccc(-c2csc(Nc3ccccc3)[n+]2Cc2ccco2)c(Cl)c1	-21%	25µM*	32µM*	-3%	-7%	-26%	-13%	-9%	2%
17	O=C1NCC(COCc2ccco2)O1 (stereo unspecified)	-3%	-1%	?	-3%	-2%	2%	-10%	-5%	-6%
18	O=C(Nc1ccc2c(c1)nc1n2CCOC1)c1ccccc1	3%	0%	-2%	1%	-1%	28%	-1%	-5%	-9%
19	CCC1CCCCN1C(=O)COC(=O)c1n[nH]c2ccccc12 (stereo unspecified)	-10%	5%	-3%[59 µM]	-2%	-7%	1%	4%	2%	?
20	O=C(CC1SC(=NC2CCCCC2)NC1=O)Nc1ccccc1 (stereo unspecified)	11%	-4%	?	-3%	-15%	5%	14%	-3%[60.1 µM]	-13%
21	Cc1occc1C(=O)N1CCCC(Nc2ccc(F)cc2)C1 (stereo unspecified)	-18%	-19%	·	10%	-4%	33%	28%	0%	-6%
22	CCOC(=O)CSc1nnc(-c2c[nH]c3ccccc23)o1	1%	-3%	44%	54%[activator]	-5%	7%	141%[activator]	-16%	-8%
23	Cc1cccc(-n2c(C)cc(/C=C3/C(=N)N4C(c5ccccc5)=CSC4=NC3=O)c2C)c1	-10%	2%	-6%[59 µM]	2%	-7%	-20%	5%	-9%	2%
24	Cc1nc(C)c(-c2ccc(SCc3ccccc3C)nn2)s1	-18%	-20%	14%	-17%	-9%	3%	5%	10%	-17%
25	Cc1cccc(NC(=O)Cc2noc3ccccc23)c1	-4%	1%	?	1%	5%	-1%	12%	-11%	9%
26	COc1ccc(C(Nc2cc(C)ccn2)c2ccc3ccc(C)nc3c2O)cc1 (stereo unspecified)	-17%	-25%	4µM*	1%	-11%	-18%	37%[activator]	-7%	2%
27	O=C(CCC(=O)Nc1ccc(F)cc1)N/N=C/c1c[nH]c2ccccc12	-20%	-12%	8%	-3%	-2%	-1%	0%	4%	?
28	Cc1ccccc1OCC(=O)NCCCNC(=O)c1ccco1	-10%	3%	-8%	-6%	1%	0%	29%	1%	-12%
29	O=C(NN1CCOCC1)c1ccc(Cl)cc1	-14%	1%	22%[59 µM]	11%	-3%	-27%	-1%	-2%	6%
30	CN(C(=S)NC(=O)c1ccccc1)C1CCCCC1	9%	-28%	-2%	-9%	-1%	-3%	20%	5%	-14%

Records listed above marked active in Pol iota inh.
| entry | SMILES | POLH inh | BAZ2B inh | G9a inh | APE1 inh | BLM helicase inh | POLB inh | Pol iota inh | Pol kappa inh |
| --- | --- | --- | --- | --- | --- | --- | --- | --- | --- |
| 9 | CC(=O)NS(=O)(=O)c1ccc(NC(=O)c2cc3c(=O)n4ccccc4nc3s2)cc1 | 40µM* | -32% | · | -7% | -5% | 79µM* | 35µM* | ? |

Continued:
cpd	Structure	POLH inh	BAZ2B inh	G9a inh	APE1 inh	BLM helicase inh	POLB inh	Pol iota inh	Pol kappa inh	Anesthetic bind
31	CCOC(=O)c1c(N2C(=O)C3CC(C)=C(C)CC3C2=O)sc(C)c1C (stereo unspecified)	-12%	8%	7%[12.7 µM]	-2%	-3%	23%	15%	-14%	-2%
32	COc1cc(OC)c(NC(=O)N2CCOCC2)cc1Cl	-10%	5%	·	-4%	-1%	?	137%[activator]	-5%	-2%
33	C#CCOCCOCCOCCNc1nc(N2CCN(C(=O)Cn3cc(CC(C)O)nn3)CC2)nc(N2CCN(C(=O)[C@H](C)n3cc(CCCN=C(N)N)nn3)CC2)n1 (stereo partly specified)	-2%	79µM*	7.1µM*	-4%	1%	-1%	?	-7%	-17%
34	NC(=O)c1ccc(C[C@H](C(=O)O)N2C(=O)c3ccc(C(=O)O)cc3C2=O)cc1	·	-5%	-3%[12.7 µM]	-9%	-1%	·	·	·	3%
35	COc1ccc2cnnc(SCC(=O)Nc3ccc(C(=O)O)cc3)c2c1OC	?	?	?	13%	2%	39%	32%[activator]	-32%	43%[activator]
36	CCOc1ccc(NC2c3ccccc3C(=O)N2Cc2ccc3c(c2)OCO3)cc1 (stereo unspecified)	-12%	16µM*	35µM*	-6%	-8%	3%	-2%	-16%	-1%
37	O=C1N=c2ccccc2=C1c1sc(Nc2ccc(O)cc2)nc1O	32µM*	56µM*	79µM*	?	?	20µM*	8.9µM*	35µM*	?
38	O=C(NCc1ccco1)C1CCCN(S(=O)(=O)c2cccc3nonc23)C1 (stereo unspecified)	?	?	?	4%	1%	?	?	-6%	-17%
39	CC(=Nc1ccc(Br)cc1)c1sc2ccccc2c1O	-20%	-12%	89%[activator]	-2%	-2%	-13%	25%	-16%	-5%
40	O=C(O)CSc1nnc(-c2ccc(S(=O)(=O)N3CCCC3)cc2)n1Cc1ccco1	6%	-5%	56µM*	0%	-8%	0%	?	0%	-11%
41	CC(Sc1ccccc1)C(=O)NCCc1ccccc1 (stereo unspecified)	-7%	1%	83%[activator]	45%	-1%	10%	13%	-2%	-6%
42	Cc1cc(C(=O)N2CCN(S(C)(=O)=O)CC2)sc1-c1ccccc1	5%	0%	10%[12.7 µM]	-4%	-1%	1%	?	1%	-4%
43	Cc1cc(N/C(=N\S(=O)(=O)c2ccc(Cl)cc2)c2ccc(F)cc2)no1	-8%	3%	8%[12.7 µM]	-6%	-3%	-6%	0%	0%	-11%
44	Cc1ccc(C)c(Oc2cc(F)nc(N)n2)c1	-15%	3%	6%	9%	-3%	20%	155%[activator]	-12%	-11%
45	O=C(Nc1nc(-c2cccs2)c(-c2ccccc2)s1)c1ccco1	-18%	-11%	?	?	-21%	0%	-2%	-4%	-19%
46	O=C(Nc1cc(-c2nc3ncccc3o2)ccc1Cl)c1ccc([N+](=O)[O-])o1	?	-10%	-13%[59 µM]	47%[12.4 µM]	-20%	-2%	?	-20%	1%
47	Cc1ccc(COc2ccc(C(=O)NN)cc2)cc1	0%	-17%	-2%	-1%	-6%	-12%	11%	-4%	?
48	COc1ccc(CC(=O)NCc2ccccn2)cc1OC	-5%	-2%[57.1 µM]	34%[activator]	1%	-1%	-2%	-2%	8%	-11%
49	O=C(COc1ccc2c3c(c(=O)oc2c1)CCCC3)N1CCN(c2ccc(F)cc2)CC1	-7%	-11%	?	7%	-4%	10%	6%	-13%	-4%
50	O=C(NCC(c1cccnc1)N1CCN(c2ccccc2)CC1)OCc1ccccc1 (stereo unspecified)	-17%	-38%	?	12%	-10%	39%	16%	-3%	2%
51	CCCNC(=O)C1CCN(S(=O)(=O)c2ccc3[nH]c(=O)ccc3c2)CC1	-4%	11%	·	4%	-2%	6%	-4%	6%	-4%
52	O=C(N/N=C/c1ccc(N2CCOCC2)c([N+](=O)[O-])c1)c1ccc(F)cc1	-8%	-12%	?	-2%	-8%	4%	4%	-6%	-20%

Looked up above.
Value of `CCC1CCCCN1C(=O)COC(=O)c1n[nH]c2ccccc12` (stereo unspecified) under APE1 inh: -2%
Value of `Cc1cc(NC(=O)CSc2nnc(-c3c[nH]c4ccccc34)n2-c2ccc(Cl)cc2)no1` under Pol iota inh: 23%
Value of `O=C(COc1ccc2c3c(c(=O)oc2c1)CCCC3)N1CCN(c2ccc(F)cc2)CC1` under Anesthetic bind: -4%
Value of `C#CCOCCOCCOCCNc1nc(N2CCN(C(=O)Cn3cc(CC(C)O)nn3)CC2)nc(N2CCN(C(=O)[C@H](C)n3cc(CCCN=C(N)N)nn3)CC2)n1` (stereo partly specified) under G9a inh: 7.1µM*
Value of `COc1cc(NC(=O)CSc2nccc(C)n2)c(C)cc1[N+](=O)[O-]` under BLM helicase inh: -13%

The list is partial; count on the stated rates, not on these rows.
